Screening data: PubChem, Johns Hopkins Ion Channel Center
KCNQ2_block = KCNQ2 potassium channel inhibitors, primary screen, cell-based, CHO-K1, FluxOR thallium flux, B-score (AID 2156); B-score at 10 µM; 310,000 compounds, 1.1% hits; 20 min; hits give low values;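 active means fluorescence ratio B-score at most minus 3 library SDs, with starting brightness B-score within 2 library SDs, cut at about -5.5 in these data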
Calls only; i = inactive. Only part of the results is shown, so the mix of outcomes need not match the whole.

SMILES KCNQ2_block
CCCOc1ccc2nc(NC(=O)OC)[nH]c2c1 i
